High-throughput results (PubChem)
Caspase-1 inhib = caspase-1 (human) inhibition, allosteric or competitive; 75,000 tested, 0.03% active; Potency, µM (series often up to 57.5 µM), without a hit: at the highest dose activity change, negative = inhibition, usual class: inhibitors; Caspase-1 enzyme, Ac-WEHD-AFC fluorogenic rate; AID 900;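 also: potency is read from the fitted curve at half-maximal effect; plate controls were vehicle for no effect and no substrate for full effect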
Target sequence (P29466 120-297 limits assumed): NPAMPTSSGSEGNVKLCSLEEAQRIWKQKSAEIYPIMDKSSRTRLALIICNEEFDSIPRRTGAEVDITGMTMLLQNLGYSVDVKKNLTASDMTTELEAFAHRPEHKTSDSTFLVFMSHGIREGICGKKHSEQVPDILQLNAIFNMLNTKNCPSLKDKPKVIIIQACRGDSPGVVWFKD
Target sequence (P29466 317-404 limits assumed): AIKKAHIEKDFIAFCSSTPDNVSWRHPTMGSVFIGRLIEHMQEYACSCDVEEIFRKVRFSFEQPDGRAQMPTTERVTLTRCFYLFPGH
GFP derepression = epigenetic GFP locus derepression in mouse cells; Potency, µM (doses to about 46.1 µM), without a hit: top-dose GFP derepression (activation); AID 597; 68,000 tested, 0.09% active; mouse C127i GFP locus derepression, cytometry, 30 h; also: % of control where 0% means no effect
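Read-out is the number of GFP-positive cells, scored as fluorescent objects 20 to 120 um wide, reflecting derepression of a silenced CMV-GFP reporter in murine C127i cells after 30 h compound exposure at 37 C.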
BRCT inh green = inhibitors of human BRCA1 BRCT-phosphoprotein interaction (green fluorophore) | BRCA1 BRCT-phosphopeptide binding, green fluorescence polarization | Potency, µM (titrated, usually from 76.9 µM), inactives show at the top dose activity change, negative = inhibition, usual class: inhibitors | 75,000 tested, 0.05% active;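 also: potency is read from the fitted curve at half-maximal effect; plate controls were peptide without protein for full effect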
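Fluorescence polarization: His-tagged BRCT (~35 kDa BRCA1 C-terminus, 250 nM) bound to 100 nM fluorescein-labeled phosphorylated 10-aa BACH1 peptide, pH 7.3 phosphate buffer with DTT and Tween 20. Compounds incubated 12 min at room temperature; inhibition read as lowered polarization.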
UbGFP stabilizer = ubiquitin-GFP accumulation via proteasome inhibition; Ubiquitin-GFP reporter cells, proteasome inhibition, GFP fluorescence; response scale: untreated = 0%, 10 µM MG-132 = 100%; 67,000 tested, under 10 active; Potency, µM (titrated, usually from 45.9 µM), inactives show at the top dose activation (GFP accumulation), most hits filed as activators; active = well fitted activation curve with a large enough effect, not every such curve was filed as active; inconclusive = small, poorly fitted or top-dose-only effect, or another doubt; inactive = no such curve, though single readings can be large or run the other way; also: potency is read from the fitted curve at half-maximal effect
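Reporter cells (U2OS, ubiquitin-G76V-GFP fusion) are plated overnight, then treated 4 hr at 37 °C with compound titrations from 46 uM down to 2.9 nM. Activity is scaled against untreated cells and 10 uM MG-132.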
USP2a inh = blocks human ubiquitin-specific protease USP2a; O75604; USP2a enzymatic assay, qHTS inhibition; Potency, µM (top dose mostly 38.3 µM), for inactives: at the highest dose activity change, negative = inhibition, actives largely listed as inhibitors; 60,000 tested, 0.1% active; AID 927;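 also: potency is read from the fitted curve at half-maximal effect; nearly all actives have a fitted effect of over 60% in size; plate controls were DMSO for no effect and NEM full inhibition control for full effect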
Target sequence (O75604 whole entry, looked up): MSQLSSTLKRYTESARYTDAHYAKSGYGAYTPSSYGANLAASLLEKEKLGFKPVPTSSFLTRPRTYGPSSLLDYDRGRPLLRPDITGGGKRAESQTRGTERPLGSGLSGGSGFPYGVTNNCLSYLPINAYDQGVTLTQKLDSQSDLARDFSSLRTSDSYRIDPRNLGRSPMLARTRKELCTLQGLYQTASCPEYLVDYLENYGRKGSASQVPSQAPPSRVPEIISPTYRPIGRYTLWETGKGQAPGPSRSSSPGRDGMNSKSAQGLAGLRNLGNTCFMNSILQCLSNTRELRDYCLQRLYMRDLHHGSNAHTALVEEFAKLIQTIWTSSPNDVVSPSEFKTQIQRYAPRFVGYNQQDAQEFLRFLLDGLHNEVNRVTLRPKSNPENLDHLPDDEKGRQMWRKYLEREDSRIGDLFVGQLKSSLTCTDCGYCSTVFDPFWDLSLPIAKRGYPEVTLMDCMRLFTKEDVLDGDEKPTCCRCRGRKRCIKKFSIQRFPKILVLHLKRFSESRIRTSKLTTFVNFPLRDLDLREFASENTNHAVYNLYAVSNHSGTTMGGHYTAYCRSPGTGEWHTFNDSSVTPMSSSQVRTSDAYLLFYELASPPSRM
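20 nM USP2 core + cpd, 30 min RT; add 20 nM Ub-PLA2/20 uM NBD C6-HPC; read Ex460/Em535 at 0 h and 2.5 h. Normalized to NEM; qHTS curve fit/classification.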
HEK293 cAMP ctrl = raises cAMP in parental HEK293 cells, TSHR agonist counter-screen | parental HEK293 CNG cAMP sensor, membrane potential fluorescence | Potency, µM (series often up to 57.1 µM), for the others: at the top dose activation, usual class: activators | 73,000 tested, 2.5% active; also: potency is read from the fitted curve at half-maximal effect; % of control where 0% means no effect; nearly all actives have a fitted effect of over 55% in size
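Parental HEK 293 cells stably expressing a cAMP-gated CNG channel were loaded with membrane potential dye containing 100 uM RO 20-1724 for 60 min. Compound added for 30 min; depolarization read as fluorescence intensity at 590 nm.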
Fluorescein autfl = compound fluoresces in the fluorescein spectral region. max fluorescein-equivalent concentration, M. Compound autofluorescence, 480/540 nm, fluorescein-equivalent; hits give high values. 59,000 tested, 0.91% active. AID 593; in the data active = max fluorescein-equivalent concentration above about 10 nM; inconclusive = between about 1.1 nM and that limit
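Autofluorescence profiling; 100 mM Tris, pH 8.0; incubation 15 min at RT; ex/em 480/540 nm; result as fluorescein-equivalent concentration.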
4MU fluor = 4-MU region autofluorescence; compound autofluorescence, 340/450 nm, 4-MU equivalents; hits give high values; 59,000 tested, 11% active; max dye-equivalent concentration, M; in the data active = max dye-equivalent concentration above about 10 nM; inconclusive = mostly about 1.1 nM to 9.6 nM
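Compounds in 100 mM Tris, pH 8.0, sat 15 min at room temperature before fluorescence was read at 340 nm excitation/450 nm emission; a per-plate six-point 4-MU standard curve converted signals to dye-equivalent concentration at each compound concentration.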
A350 autofl = compounds fluorescent in Alexa 350 spectral region. 59,000 tested, 11% active. AID 590. Compound autofluorescence, 340/450 nm, Alexa 350 dye-equivalents; hits give high values. max dye-equivalent concentration, M; in the data active = max dye-equivalent concentration above about 10 nM; inconclusive = mostly about 1.1 nM to 9.6 nM
Caspase-7 inhib = blocks human caspase-7 allosterically or competitively | 75,000 tested, 0.02% active | recombinant caspase-7, Ac-DEVD-AFC fluorescence rate | Potency, µM (series often up to 57.5 µM), inactives show top-dose activity change, negative = inhibition, most hits filed as inhibitors; active = well fitted inhibition curve with a large enough effect in the main read-out, with a control signal flat, not every such curve was filed as active; inconclusive = small, poorly fitted or top-dose-only effect, or a change in a side signal; also: potency is read from the fitted curve at half-maximal effect; % of control where 0% means no effect
BRCT inh red = inhibitors of human BRCA1 BRCT-phosphoprotein interaction (red fluorophore) | P38398 | BRCT-phosphopeptide binding, red fluorescence polarization | Potency, µM (top dose mostly 76.9 µM), without a hit: at the highest dose activity change, negative = inhibition, hits mostly inhibitors | 75,000 tested, 0.03% active; also: % is scaled to controls: 0 for no effect and ±100 for the full control effect
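Rhodamine-labelled pBACH1 10-mer (100 nM) bound to BRCT domain (100 nM) at pH 7.3; compounds incubated 12 min room temperature, polarization read. Free peptide defines full inhibition; unlabelled decapeptide titrated as control.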
* marks the source's active call; other numbers are inactive results; i = inactive; ? = inconclusive; nt = no result given; [ ] = remark or other dose. Unless noted, calls follow the shape of the dose curve; as a rule, active = well fitted curve in the direction sought with a large enough effect; inconclusive = small, poorly fitted or top-dose-only effect, or another doubt; inactive = no such curve, though single readings can be large; an effect the other way counts as inactive or inconclusive. A portion of the library; rates above refer to the full screens.

SMILES	Caspase-1 inhib	GFP derepression	BRCT inh green	UbGFP stabilizer	USP2a inh	HEK293 cAMP ctrl	Fluorescein autfl	4MU fluor	A350 autofl	Caspase-7 inhib	BRCT inh red
CCCC(=O)Nc1cccc(NC(=O)c2ccc3c(c2)OCO3)c1	1.5%	-2.4%	-2.1%	-12.9%	-2.3%	4.9%	i	i	i	0.5%	0.0%
COc1ccc(OC)c(NC(=O)c2cc(-c3ccc(C)cc3O)n[nH]2)c1	-0.9%	0.0%	-2.1%	0.0%	12.1%	13.0%	i	i	?	-1.2%	-0.9%
CC(CC1C(C#N)=C(N)OC2=C1C(=O)CCC2)c1ccccc1 (stereo not drawn)	2.5%	2.5%	-1.3%	2.6%	-1.6%	-8.4%	nt	nt	nt	-1.0%	-0.1%
CCCCN(CC)S(=O)(=O)c1ccc(C(=O)Nc2nnc(-c3ccccc3Cl)o2)cc1	-0.9%	4.1%	-4.4%	-3.7%	44.3%[activator]	?	?	i	i	-4.0%	-0.4%
CC(=O)c1c(C)nc2ccc(Br)cc2c1C(=O)O	-4.1%	nt	1.0%	-4.4%	nt	5.6%	nt	nt	nt	-0.2%	0.4%
O=C(CN1CCN(c2ccccc2)CC1)Nc1nnc(-c2ccccc2)s1	-3.2%	2.3%	-1.9%	2.3%	21.7%	?	?	i	i	-1.9%	-1.5%
COc1ccc(N2C(=O)C3CCCN3C2c2ccccc2F)cc1 (stereo not drawn)	-5.2%	-3.4%	-1.1%	-1.5%	nt	?	nt	nt	nt	0.7%	-0.4%
NC(=O)c1cccc([N+](=O)[O-])c1	-6.1%	nt	-0.9%	nt	nt	-11.1%	nt	nt	nt	-0.3%	-1.2%
CC(C)(C)c1[nH]nc2c1C(c1ccc(OC(=O)c3ccco3)cc1)C(C#N)=C(N)O2 (stereo not drawn)	-1.9%	1.7%	1.4%	17.1%	-7.5%	?	i	i	i	-0.7%	-1.9%
COC(=O)[C@@H]1CC[C@H](C)[C@@H](c2ccc(C)cc2)N1C(=O)c1ccc(/C=N\OC[C@@H](O)COCc2ccco2)cc1	-2.7%[11.5 µM]	nt	-2.4%[15.4 µM]	nt	nt	44.4%[11.4 µM]	nt	nt	nt	-2.1%[11.5 µM]	0.6%[15.4 µM]
Cc1ccc2cc(CN(CC3CCCO3)C(=O)c3ccco3)c(=O)[nH]c2c1C (stereo not drawn)	-4.4%	-1.2%	-2.9%	-5.9%	-7.6%	9.8%	i	i	i	4.6%	0.4%
O=C(Nc1ccccn1)c1ccc2ccccc2n1	-1.4%	1.1%	-1.7%	3.9%	7.8%	?	?	i	?	-2.6%	0.3%
CS(=O)(=O)N(Cc1nc2sc3c(c2c(=O)[nH]1)CCCC3)C1CCCCC1	-3.8%	-2.3%	0.6%	-2.1%	27.5%	27.5%	?	3.36e-08M*	4.41e-08M*	3.2%	-1.0%
Cc1ccc(-c2nnn(CC(=O)Nc3ccccc3-c3ccccc3)n2)c(-n2cnnn2)c1	3.1%	6.5%	-1.6%	2.9%	4.5%	-2.8%	?	?	?	0.5%	-0.8%
COc1ccc(C(=O)NCCNC(C)=O)cc1S(=O)(=O)NCc1ccc(Cl)cc1	2.7%	-2.2%	0.2%	4.9%	-1.0%	0.2%	i	i	i	0.8%	-1.1%
O=C(Nc1sc2c(c1C(=O)NCc1ccco1)CCCC2)c1ccc2c(c1)OCO2	?	2.7%	1.3%	-14.9%	32.7%[activator]	?	?	2.04e-07M*	1.75e-07M*	-20.8%	-0.3%
c1ccn(-c2ncnc3sc4c(c23)CCCC4)c1	-1.2%	-3.3%	1.0%	-2.2%	-6.6%	?	?	i	i	0.8%	2.0%
CC1CCCN(S(=O)(=O)c2ccc(NC(=O)c3cccc(-n4cnnn4)c3)cc2)C1 (stereo not drawn)	-4.4%	-2.3%	2.7%	-1.2%	nt	2.3%	i	i	i	-14.1%	1.1%
COc1ccc(OC(C)C(=O)Nc2cccc(OC)c2)cc1 (stereo not drawn)	-3.0%	0.0%	-1.4%	-9.4%	4.4%	10.1%[11.4 µM]	nt	nt	nt	0.6%	0.3%
O=C(Cn1nc(-c2ccccc2)ccc1=O)Nc1ccc(N2CCN(C(=O)c3ccccc3)CC2)cc1	-1.0%	-0.3%	-2.7%	1.6%	37.4%[activator]	-17.3%	?	i	i	1.6%	-2.5%

Random excerpt: 3 records from the list.
SMILES	Caspase-1 inhib	GFP derepression	BRCT inh green	UbGFP stabilizer	USP2a inh	HEK293 cAMP ctrl	Fluorescein autfl	4MU fluor	A350 autofl	Caspase-7 inhib	BRCT inh red
CC1CCCN(S(=O)(=O)c2ccc(NC(=O)c3cccc(-n4cnnn4)c3)cc2)C1 (stereo not drawn)	-4.4%	-2.3%	2.7%	-1.2%	nt	2.3%	i	i	i	-14.1%	1.1%
CC(=O)c1c(C)nc2ccc(Br)cc2c1C(=O)O	-4.1%	nt	1.0%	-4.4%	nt	5.6%	nt	nt	nt	-0.2%	0.4%
O=C(Nc1sc2c(c1C(=O)NCc1ccco1)CCCC2)c1ccc2c(c1)OCO2	?	2.7%	1.3%	-14.9%	32.7%[activator]	?	?	2.04e-07M*	1.75e-07M*	-20.8%	-0.3%

Continued.
SMILES	Caspase-1 inhib	GFP derepression	BRCT inh green	UbGFP stabilizer	USP2a inh	HEK293 cAMP ctrl	Fluorescein autfl	4MU fluor	A350 autofl	Caspase-7 inhib	BRCT inh red
CC(C)CCn1c(=O)c2ccccc2n2c(CN(C)Cc3ccccc3)nnc12	0.3%	2.2%	-1.6%	5.2%	12.7%	16.9%	?	i	i	-2.4%	0.6%
COc1ccccc1-c1nccc(-n2ccnc2)n1	-1.6%	-1.8%[9.22 µM]	0.0%	-1.6%	-20.8%	-6.0%	i	i	i	-0.6%	0.2%
CCCSc1nnc(Cc2cc(=O)[nH]c(=O)[nH]2)n1-c1cc(C)ccc1C	-1.1%	3.7%	-2.1%	-3.4%	-4.2%	3.9%	?	i	i	0.5%	-3.6%
COc1ccc(C(=O)N(CCCO)C(C)C(=O)NC2CCCCC2)cc1OC (stereo not drawn)	-0.8%	0.0%	-1.0%	0.3%	14.0%	?	i	i	i	-1.8%	0.6%
COc1ccc(CCNC(=O)CSc2nc(-c3ccco3)cc(C(F)(F)F)n2)cc1OC	-0.2%	3.4%	0.7%	3.0%	21.4%	6.7%	i	i	i	0.6%	0.0%
COc1ccc(OCc2nn3c(-c4ccco4)nnc3s2)cc1	-2.4%	0.0%	-0.5%	0.2%	14.0%	12.3%	i	i	?	-2.3%	-1.0%
CC(C)C(c1nnnn1Cc1ccc2c(c1)OCO2)N1CCN(c2ccccc2)CC1 (stereo not drawn)	-0.5%	1.2%	-2.3%	-4.5%	32.5%[activator]	?	i	i	?	-0.8%	-1.8%
Cc1cccc(N2CCN(C(c3ccccc3)c3nnnn3CC3CCCO3)CC2)c1C (stereo not drawn)	-4.5%	0.0%	-2.2%	3.1%	97.9%[activator]	?	i	i	i	-3.5%	-1.6%
CCCCC[C@H](O)C=C[C@H]1[C@H](O)CC(=O)[C@H]1CCCCCCC(=O)O	-0.7%	1.4%	-1.3%	-1.3%	nt	0.01µM*	nt	nt	nt	-0.2%	0.0%
Cn1c(SCC(=O)NCc2ccc(F)cc2)nc2ccccc21	1.4%	1.9%	-1.5%	1.0%	10.7%	0.9%	i	i	i	0.3%	-0.2%
O=CN1CCN(C2CC(=O)N(c3ccc(Br)cc3)C2=O)CC1 (stereo not drawn)	-1.6%	-1.2%	-1.2%	-1.3%	1.9%	-4.9%	i	i	i	2.6%	0.4%
O=c1c2c(nc3c(-c4ccc(Cl)cc4)c[nH]n13)CCCC2	-0.8%	0.0%	-0.9%	-4.7%	25.8%	15.4%	i	?	?	-0.6%	-1.9%
COc1ccccc1N1CCN(CCCNc2c(C)c(=O)n(C)c(=O)n2C)CC1	2.4%	0.0%	-1.7%	-3.3%	-1.8%	4.1%	?	?	?	0.0%	2.1%
CC1CCCCN1c1nnc(N)s1 (stereo not drawn)	-2.3%	-2.1%	-3.6%	nt	0.7%	4.4%	?	i	i	-1.9%	-0.6%
CN1CCN(S(=O)(=O)c2ccc(NC(=O)C3CCCCC3)cc2)CC1	1.0%	-2.6%	-0.7%	0.2%	4.7%	1.5%	i	i	i	1.5%	-1.4%
CCOc1ccccc1OCCCC(=O)Nc1ccc(OC)nc1	2.6%	0.0%	-1.9%	-1.8%	-11.9%	10.0%	?	i	i	-1.3%	-2.0%
COC(=O)c1ccc(-n2nnnc2SCC(=O)N2CCCCC2)cc1	-1.7%	-0.6%	0.1%	-9.4%	-1.9%	20.5%	nt	nt	nt	0.8%	-1.6%
O=C(NCCc1ccc(Cl)cc1)C1CCN(c2cnccn2)CC1	3.5%	-1.0%	-2.0%	6.8%	-1.4%	-3.1%	i	i	i	1.6%	-0.4%
O=C(CCc1ccccc1)Nc1c(F)c(F)c(F)c(F)c1F	1.9%	2.2%	-6.0%	0.0%	-10.9%	15.8µM*	nt	nt	nt	-1.0%	0.3%
O=C(COC(=O)c1ccco1)Nc1ccc(Br)cc1	4.3%	-0.4%	2.0%	-2.4%	1.5%	-12.0%	i	?	?	-1.0%	-1.0%
